M. tuberculosis GlmU = inhibition of mycobacterial GlmU enzyme – biochemical, glucosamine-1-phosphate acetyltransferase (AID 1376) | M. tuberculosis GlmU acetyltransferase enzyme assay; higher % means a stronger effect | inhibition, %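 (tested at 30 µM in the primary screen)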, or IC50 in µM where a hit was titrated | actives 0.25% (n = 220,000); in the data active means inhibition above about 13%; inconclusive means no clear call, values can overlap the other calls;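 further: 0% = complete reaction with vehicle and 100% = reaction without substrate; strong numbers were not always called active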
Mtb RmlCD inh = blocks M. tuberculosis RmlC and RmlD coupled enzymes. inhibition, % at 3.6 µM. RmlC+RmlD coupled enzyme assay, percent inhibition; primary screen in compound mixtures. AID 1533. P9WH09+P9WH11. actives 0.03% (n = 160,000); in the data active means inhibition mostly above about 34%, no sharp cut-off; inconclusive means no clear call, values can overlap the other calls; inactive means mostly below about 22%; further: some results filed as inactive read as strong as hits
Target sequence (P9WH09 whole entry, looked up): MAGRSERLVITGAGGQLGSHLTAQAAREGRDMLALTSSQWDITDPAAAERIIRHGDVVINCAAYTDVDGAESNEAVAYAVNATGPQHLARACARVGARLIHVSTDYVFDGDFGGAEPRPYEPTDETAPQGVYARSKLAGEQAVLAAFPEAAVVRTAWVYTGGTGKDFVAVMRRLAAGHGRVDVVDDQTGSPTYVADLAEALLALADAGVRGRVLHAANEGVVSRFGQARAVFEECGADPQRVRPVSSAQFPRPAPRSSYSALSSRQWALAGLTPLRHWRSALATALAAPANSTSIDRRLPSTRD
Target sequence (P9WH11 whole entry, looked up): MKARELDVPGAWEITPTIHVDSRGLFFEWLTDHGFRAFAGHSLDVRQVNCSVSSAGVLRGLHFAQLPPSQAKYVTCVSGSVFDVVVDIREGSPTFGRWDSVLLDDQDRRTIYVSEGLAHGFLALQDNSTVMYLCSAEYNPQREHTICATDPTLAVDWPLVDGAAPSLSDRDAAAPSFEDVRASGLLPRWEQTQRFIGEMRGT
* = called active by the depositor; ? = inconclusive; nt = no result given. Only part of the results is shown (hit frequency here may not be typical).

Sequence of screens: M. tuberculosis GlmU, Mtb RmlCD inh
CC(=O)n1nc(-c2ccc(C)cc2)nc1NCc1ccc(F)cc1
    2.4%, 1
CC1(C)Cc2ccccc2C(/C(C#N)=N/O)=N1
    -10%, 12
Cc1cc(C)nc(NS(=O)(=O)c2ccc(N/C=C\C(=O)c3ccc(Cl)cc3)cc2)n1
    -1.2%, 7
COc1ccc(Nc2nc(-c3ccccc3)cs2)cc1
    0.0%, -5
COC(=O)C1(C)NC(c2ccco2)C2C(=O)N(c3ccc(F)cc3)C(=O)C21 (stereo not given)
    0.8%, -8
O=C(c1ccc(F)cc1)c1ccc(N2CCCC2)cc1
    -1.5%, 23
Cc1cc(C)c(NC(=O)CSc2nccn2C)c(C)c1
    1.8%, -11
CCCN(CCC)S(=O)(=O)c1ccc(NC(=O)Cc2cccs2)cc1
    -1.2%, -6
Nc1ccc(C(=O)O)cc1
    5.1%, nt
COc1ccccc1N1CCN(S(=O)(=O)c2cccc3nsnc23)CC1
    4.6%, -9
COC(=O)N/N=C/c1ccc(OS(=O)(=O)c2ccc(C)cc2)c(OC)c1
    -4.7%, 9
CCN(CC)/C(Sc1ccccc1)=C(\C(Cl)=C(Cl)Cl)[N+](=O)[O-]
    4.4%, 8
CCc1ncc(C)nc1CC
    -4.1%, nt
CCCCCCCCNC(=O)c1cnccn1
    -6.0%, nt
O=C1CC(c2ccccc2)CC(O)=C1C=NCc1ccncc1 (stereo not given)
    -1.1%, nt
O=C(NCCO)/C(=C\c1cccc([N+](=O)[O-])c1)NC(=O)c1ccco1
    4.6%, 10
COc1ccc(CN2C(=O)C3C4C=CC(C4)C3C2=O)cc1 (stereo not given)
    -0.5%, 6
CN1CCN(CC(=O)Nc2c(C(=O)C3CC3)oc3ccccc23)CC1
    2.0%, nt
COC(=O)c1ccc(CSc2nc3scc(-c4cccs4)c3c(=O)[nH]2)o1
    6.7%, nt
O=C1CC(N2CCC(c3nc4ccccc4o3)CC2)C(=O)N1c1cc(Cl)cc(Cl)c1 (stereo not given)
    -0.4%, -6
COc1ccc(S(=O)(=O)N(CC(=O)O)c2ccc(C)cc2)cc1
    8.6%, -8
CN1C2CCC1C(COC(=O)c1ccccc1)C(O)C2 (stereo not given)
    nt, 9
COc1ccc(CC(=O)N/N=C(/C)c2ccco2)cc1
    -2.1%, 2
C/C(=N\OCC(=O)N/N=C/c1ccccc1O)c1cccs1
    0.2%, 7
C=C(C)COc1ccc(-c2nc(N)ncc2-c2ccccc2OC)c(O)c1
    0.0%, 91
CCCc1nnc(SCC(=O)N2CCCCC2C)n1CCCOC (stereo not given)
    1.4%, 0
CC(=O)N1CCN(C(=O)CC2OC(=O)c3ccccc32)CC1 (stereo not given)
    -2.2%, nt
COc1cc(/C=C/C(=O)OCC(=O)NCc2ccco2)cc(OC)c1OC
    0.3%, -12
CCNC(=O)NC(=O)C(C)Sc1nc2ccccc2n1CC(C)C (stereo not given)
    -0.2%, -8
CC1CCN(CCCCOc2ccc([N+](=O)[O-])cc2)CC1
    nt, 7

Reprinted from the part before: 3 entries, followed by the next part.
Sequence of screens: M. tuberculosis GlmU, Mtb RmlCD inh
COc1cc(/C=C/C(=O)OCC(=O)NCc2ccco2)cc(OC)c1OC
    0.3%, -12
CCNC(=O)NC(=O)C(C)Sc1nc2ccccc2n1CC(C)C (stereo not given)
    -0.2%, -8
CC1CCN(CCCCOc2ccc([N+](=O)[O-])cc2)CC1
    nt, 7
CCOc1ccc(-c2ccc(SCC(=O)N3CCN(c4ccccc4)CC3)nn2)cc1
    -2.7%, -5
Cn1ncc2c(NNC(=O)C3CCCCC3)ncnc21
    3.5%, 18
O=C(O)CC(C(=O)Nc1ccc(Cl)cc1Cl)C1CCCO1 (stereo not given)
    1.0%, nt
CCOC(=O)C1CCCN(c2c(Nc3cccc(C)c3)c(=O)c2=O)C1 (stereo not given)
    7.5%, nt
O=[N+]([O-])c1nn(-c2ccc3c(c2)OCCO3)n(O)c1=NC1CCN(Cc2ccccc2)CC1
    -0.2%, 5
CC1=C(C(=O)OCC(C)C)C(c2cccc(F)c2)N2C(=O)C(C)SC2=N1 (stereo not given)
    0.9%, nt
O=C(NCCN1CCOCC1)[C@H](Cc1ccccc1)N1C(=O)c2ccccc2C1=O
    6.7%, nt
CCOC(=O)c1ccc(NC(=O)CN(C)S(=O)(=O)c2ccc(Br)s2)cc1
    0.3%, -4
Cc1nc2ccc(CCO)cc2s1
    2.3%, -3
COc1ccc(CCN(C(=O)c2ccccc2)C2=CC3CCC(C2)N3C)cc1OC (stereo not given)
    -1.4%, nt
Cc1ccc(C(=O)N/N=c2\sc3ccccc3n2C)cc1
    0.2%, 9
COc1cc(C(=O)Nc2nnc(C)s2)c([N+](=O)[O-])cc1OC
    nt, -5
Cc1ccc(SC(c2ccccc2)C(Cn2cncn2)C(=O)c2ccccc2)cc1 (stereo not given)
    -6.7%, -4
O=C(Nc1nc2ccc(S(=O)(=O)N3CCCCC3)cc2s1)C1CCCO1 (stereo not given)
    2.1%, 8
COc1cccc2sc(NNC(=O)C3COc4ccccc4O3)nc12 (stereo not given)
    6.5%, 7
Cc1c(Br)c([N+](=O)[O-])nn1CC(=O)N1CCc2ccccc21
    2.2%, 5
CCCCN(C(=O)CSc1cc(C)c2ccccc2n1)c1c(N)n(Cc2ccccc2)c(=O)[nH]c1=O
    -4.8%, -10
O=C(c1ccc(F)cc1)C1CCN(C(=O)Nc2ccccc2Cl)CC1
    -2.1%, -7
COc1ccc2cc(CN(C(=O)Nc3ccccc3OC)C3CCCC3)c(=O)[nH]c2c1
    0.8%, nt
CCCCn1nnc(NC(=O)Cc2ccc(Cl)cc2)n1
    -2.6%, nt
Cc1ccc(C2/C(=C(/O)c3cnn(-c4ccccc4)c3C)C(=O)C(=O)N2CCCN2CCOCC2)o1 (stereo not given)
    0.8%, 8
Cn1c(CCNC(=O)c2ccccc2F)nnc1SCc1nc2ccccc2c(=O)[nH]1
    5.5%, -8
CCN(CC)S(=O)(=O)c1ccc(C(=O)Nc2ccc3c(c2)OCCO3)cc1
    4.2%, -8
CCCCOc1ccc(S(N)(=O)=O)cc1
    3.5%, -8
CCOC(=O)c1cc(-c2csc(COc3ccccc3Cl)n2)on1
    -1.8%, -5
COc1ccccc1CC(=O)Nc1cccc(C)n1
    -0.3%, nt
CC(C)C(=O)Nc1ccc(NC(=O)CCc2ccccc2)cn1
    -0.4%, ?
O=C(NCC1CCCO1)c1ccc(Br)o1 (stereo not given)
    2.7%, 40
Cc1ccc([N+](=O)[O-])cc1/C=N/Nc1nnnn1-c1ccccc1
    2.2%, nt
NS(=O)(=O)c1ccc(NC(=S)N2CCN(S(=O)(=O)c3ccc(F)cc3)CC2)cc1
    5.1%, 4
Cc1ccc(CN2CCN(Cc3ccccc3)C(CCO)C2)s1 (stereo not given)
    2.3%, 10
COc1ccc(S(=O)(=O)NCCSCc2ccccc2C)cc1Br
    4.0%, 8
Cc1ccc(C(=O)COC(=O)CNS(=O)(=O)c2ccccc2)cc1[N+](=O)[O-]
    -0.8%, -8
Cc1cc(N)n2nc(-c3ccc(C(C)(C)C)cc3)cc2n1
    1.1%, -3
CC(=O)c1c(C)c2c(n1CCN(C)C)CCCC2
    0.3%, nt
COc1ccccc1NC(=O)Oc1ccc(C(C)=O)cc1
    0.6%, nt
Cc1nn(C)cc1CNC(=O)C1C2CCC(C2)C1C(=O)O (stereo not given)
    -3.4%, 6
CCCc1nc2sc3c(SCC(=O)NCc4ccco4)ncnc3c2c2c1CCC2
    6.2%, nt
CC1CN(c2ccccc2)CCN1Cc1nc(Cc2ccccc2)no1 (stereo not given)
    1.7%, -3
CC(CN(C)Cc1nc(Cc2cccc(C(F)(F)F)c2)no1)CN1CCCC1 (stereo not given)
    4.7%, 3
O=C(O)CCN1C(=O)c2ccc(NC(=O)Cc3ccc(Cl)cc3)cc2C1=O
    2.2%, nt
Cc1ccc(C(=O)OCc2cn(-c3ccccc3)nn2)cc1
    2.1%, 7
CCS(=O)(=O)c1ccc2c(c1)N(S(C)(=O)=O)CC(C(=O)NCCOC)O2 (stereo not given)
    -1.2%, nt
O=C(NNC(=O)c1cc2cc3ccccc3nc2s1)c1cccc(Cl)c1
    -7.5%, 0
Cc1ccc(C(=O)NC(N(C)C)C(Cl)(Cl)Cl)cc1 (stereo not given)
    -0.9%, -5
O=C(O)C1CCN(S(=O)(=O)/C=C/c2ccccc2)CC1
    -4.3%, 9
CN(c1ccc(OCC(=O)OCC(=O)Nc2ccccc2F)cc1)S(=O)(=O)c1cccs1
    1.6%, 8
COC(=O)c1ccc(-n2c(C)cc(-c3csc(NC(=O)c4ccc(S(=O)(=O)N(C)C)cc4)n3)c2C)cc1
    -2.7%, 1
COC(=O)c1c(C)[nH]c(C(=O)/C=C/c2ccccc2)c1C
    -3.0%, 14
COc1ccc(C(C)=O)cc1CSc1nc2ccccc2c(=O)n1-c1cccc(C)c1
    -0.5%, nt
C(=N\Nc1nc2ccccc2[nH]1)/c1ccc2c(c1)OCCO2
    -8.3%, -4
COCc1nnc(NC(C)=O)s1
    0.4%, -7
C=CCn1c(SCC(=O)c2cc(C)n(C(C)COC)c2C)nc2sc(C)c(C)c2c1=O (stereo not given)
    -0.7%, 5
CC(C)C1=NN2C(=N)CC(=O)N=C2S1
    2.9%, 7
Cc1sc2nc(SCC(=O)NCCO)n(-c3ccccc3)c(=O)c2c1C
    4.1%, 6
O=C(O)c1ccc(/C=N/NC(=O)c2ccc(Br)cc2)cc1
    3.9%, nt
O=C(Nc1ccccc1F)c1ccncc1
    5.6%, 0
Cc1ccc(S(=O)(=O)NN2C(=O)c3ccccc3NC2c2ccccc2O)cc1 (stereo not given)
    2.5%, 4
CSC1=NCCN1C(=O)Cc1ccc(Cl)cc1
    4.3%, nt
CC(C)(C)OC(=O)CNC(=O)c1[nH]cnc1C(=O)Nc1ccc(Cl)cc1
    5.4%, -9

The list goes on:
Sequence of screens: M. tuberculosis GlmU, Mtb RmlCD inh
COc1ccccc1-n1cnnc1SCC(=O)N1CCN(S(=O)(=O)c2ccccc2)CC1
    0.1%, nt
CCN1CCN(c2nc(Nc3ccccc3)nc(N)c2[N+](=O)[O-])CC1
    4.5%, 72
CCCOc1ccc(-c2nc(C#N)c(NCC3CCCO3)o2)cc1 (stereo not given)
    -0.2%, 9
Cc1cc(C)cc(NC(=O)CCn2cnc3cc(C)c(C)cc32)c1
    -1.7%, 3
N#CC1=C(N)Oc2ccc3ccc(O)cc3c2C1c1cccnc1 (stereo not given)
    2.1%, nt
CCCCc1c(O)nc2sccn2c1=O
    1.0%, -6
Cn1ccnc1SCC(=O)Nc1cccc(C(F)(F)F)c1
    3.3%, 7
O=C(C1CCCCN1S(=O)(=O)c1ccccc1[N+](=O)[O-])N1CCOCC1 (stereo not given)
    6.3%, 22
CC1=C(C#N)C(c2ccccc2O)C(C#N)=C(C)N1
    nt, -13
CCOC(=O)C(O)(CC(=O)c1ccc(OC)cc1)C(F)(F)F (stereo not given)
    -2.7%, nt
CC(C)CNC(=O)Nc1ccccc1F
    -4.6%, 2
Cc1nc2ccc(NC(=O)N3CCN(c4ccccn4)CC3)cc2s1
    0.0%, 51
Cc1cc(C)n(C(=O)CSc2nc3ccccc3o2)n1
    0.3%, nt
Cc1ccc(CNC(=O)CCS(=O)(=O)c2ccc(Cl)cc2)cc1
    -1.5%, 15
CC1=CC(C)[C@H](/C=N/n2c(=O)[nH]c3c([nH]c4ccc(Br)cc43)c2=O)C(C)C1 (stereo not given in full)
    -0.1%, -7
Cc1cccc(OCc2nnc(SCC(=O)Nc3ccc(C)c(Cl)c3)o2)c1
    7.5%, nt
Clc1cccc(-c2ccc(CNCCCN3CCOCC3)o2)c1
    -4.1%, 13
COc1cc(/C=N/NC(=S)NCCN2CCOCC2)cc(OC)c1OC
    -1.8%, 6
O=S(=O)(NCCOc1ccccc1)c1ccc2ccccc2c1
    3.8%, nt
O=C(CN1C(=O)/C(=C2\SC(=S)N(C3CCS(=O)(=O)C3)C2=O)c2ccccc21)Nc1ccccc1 (stereo not given)
    -7.0%, 19
O=C(NCCc1ccccc1)c1oc2ccccc2c1COc1ccccc1
    0.8%, -16
CCOC(=O)N1CCN(C(=O)CSc2ncnc3ccccc23)CC1
    8.8%, nt
CCCCNc1c([N+](=O)[O-])ncn1C
    3.3%, -2
COc1ccc(Br)cc1CSC(=N)N
    1.4%, nt
N#Cc1c(-c2ccco2)cc(-c2cccnc2)nc1N
    -2.0%, 9

Full records from above. Order of screens: M. tuberculosis GlmU, Mtb RmlCD inh
Cc1cccc(OCc2nnc(SCC(=O)Nc3ccc(C)c(Cl)c3)o2)c1 as listed: 7.5%, nt
Cc1ccc([N+](=O)[O-])cc1/C=N/Nc1nnnn1-c1ccccc1 as listed: 2.2%, nt

In another format: entries from further up.
SMILES	M. tuberculosis GlmU	Mtb RmlCD inh
CCOC(=O)C(O)(CC(=O)c1ccc(OC)cc1)C(F)(F)F (stereo not given)	-2.7%	nt
CC(C)CNC(=O)Nc1ccccc1F	-4.6%	2
Cc1nc2ccc(NC(=O)N3CCN(c4ccccn4)CC3)cc2s1	0.0%	51
Cc1cc(C)n(C(=O)CSc2nc3ccccc3o2)n1	0.3%	nt

Bioassay records: PubChem, several laboratories
